Bioassay records deposited in PubChem BioAssay by National Center for Advancing Translational Sciences (NCATS).
IL-2 act: activates IL-2 in a cell-based reporter assay | IL-2 activation reporter assay, cell-based qHTS; stimulated with anti-CD3/CD4/CD28 beads; in transgenic mouse T cells | activation, % (series mostly up to about 46 µM) | 360,000 tested, 0.065% active; in the data active means activation above about 50%; inconclusive means mostly about 30% to 49%; further: 0% is about no effect
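Screening format: compound pinned onto unstimulated transgenic mouse T cells, 60 min incubation, then anti-CD3/anti-CD4/anti-CD28 bead stimulation for 18 hours at 37 degrees C, followed by EGFP and DsRed detection.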
FUS yeast rescue: FUS proteinopathy suppression in yeast; S. cerevisiae FUS-expressing, growth rescue, OD600, 24 h; Potency, µM (highest dose often 76.6 µM), without a hit: top-dose growth rescue (activation), hits mostly activators; 390,000 tested, 0.24% active; AID 1347120;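 further: potency means the concentration at half of the fitted maximal effect; plate controls were DMSO vehicle for no effect and reference control for full effect; nearly all actives have a fitted effect of over 55% in size; some results filed as inactive show a strong effect at the top dose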
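Compound concentration series was pinned onto galactose-induced FUS-expressing yeast seeded at OD 0.005. Plates sat 24hr at 30C; absorbance at 600 nm gave growth. DMSO served as background control.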
PI5P4K alpha inh: inhibitors of human PI5P4K alpha. P48426. PI5P4Kalpha enzyme, ADP-Glo luminescence, 60 min; hits give low values. max response, %. 330,000 tested, 1.2% active. AID 652105; active means max response of -50% or lower; inconclusive means between -30% and -50%; inactive means -30% or higher; further: value at the top dose of about 77 µM; on the % scale 0 is the no-effect control and ±100 the full control effect
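ADP-Glo luminescence end-point read after a 60 min room-temperature kinase reaction of PI5P4Kalpha plus substrate, initiated with ATP at 5 microM final. Buffer: 0.038 M HEPES pH 7.4, EGTA, 0.1% CHAPS, 5% DMSO.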
EPAC1 antag: EPAC1 (human) antagonism; O95398; EPAC1 GEF assay, Rap1b-BODIPY-GDP exchange fluorescence; Potency, µM (doses to about 115 µM), inactives show at the highest dose activity change, negative = inhibition, usual class: inhibitors; 360,000 tested, 0.14% active; AID 720709;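 further: potency means the concentration at half of the fitted maximal effect; plate controls were vehicle for no effect and positive control for full effect; nearly all actives have a fitted effect of over 50% in size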
EPAC1 agonist: activates human EPAC1 exchange factor; O95398; 360,000 tested, 0.073% active; AID 720707; EPAC1 agonist qHTS, biochemical assay; response scale: 100% = response to 6.5 mM cAMP; Potency, µM (titrated, usually from 154 µM), inactives show at the highest dose activation, actives largely listed as activators; further: potency means the concentration at half of the fitted maximal effect; nearly all actives have a fitted effect of over 60% in size
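Normalized to 6.5 mM cAMP, activity reflects EPAC1-catalysed release of BODIPY-GDP from Rap1B, followed kinetically over 30 min at 480 nm excitation, 540 nm emission. Reaction contained 100 nM EPAC1, 250 nM Rap1B-BODIPY-GDP, 50 uM GDP.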
PLK1 PBD inh: inhibitors of human PLK1 polo-box domain binding; P53350; Plk1 PBD binding of FITC phosphopeptide, fluorescence polarization; Potency, µM, for the others: max response, negative = inhibition, actives largely listed as inhibitors; 360,000 tested, 2.8% active; further: potency means the concentration at half of the fitted maximal effect; series mostly up to about 57 µM; on the % scale 0 is the no-effect control and ±100 the full control effect; nearly all actives have a fitted effect of over 65% in size
WRN helicase inh: inhibitors of human WRN helicase; 360,000 tested, 0.46% active; WRN helicase unwinding, fluorescent forked duplex, kinetic; Potency, µM (titrated, usually from 114 µM), inactives show top-dose activity change, negative = inhibition, most hits filed as inhibitors; further: potency means the concentration at half of the fitted maximal effect; on the % scale 0 is the no-effect control and ±100 the full control effect; nearly all actives have a fitted effect of over 55% in size
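Primary qHTS, 1536-well format. 20 nM WRN + compound, 15 min RT; start with 100 nM forked fluorophore/quencher duplex, 2 mM ATP (final); kinetic read ex 525/em 598 nm.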
Abeta rescue: restores growth of yeast expressing A-beta42 peptide; Potency, µM (highest dose often 46.1 µM), for the others: at the top dose growth rescue, actives largely listed as activators; yeast expressing A-beta42, growth rescue, OD600, 48 h; response scale: 0% DMSO, 100% iron-clioquinol control; 410,000 tested, 0.063% active; further: potency means the concentration at half of the fitted maximal effect; nearly all actives have a fitted effect of over 55% in size
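Yeast A-beta toxicity model in growth medium with pinned compounds, 48 h at 30 C; growth read as absorbance at 600 nm. Normalized to FeCl3/clioquinol equimolar mix (positive) and DMSO (negative).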
aSyn rescue: alpha-synuclein toxicity inhibition in yeast; 370,000 tested, 0.14% active; Potency, µM (top dose mostly 46.1 µM), for inactives: top-dose growth rescue (activation), most hits filed as activators; AID 652106; Yeast expressing alpha-synuclein, growth rescue, BacTiter-Glo, 24 h; further: potency means the concentration at half of the fitted maximal effect; % of control where 0% means no effect; nearly all actives have a fitted effect of over 65% in size
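Rescue of yeast growth: cells expressing toxic alpha-synuclein, induced in galactose at OD600 0.02, incubated with compound 24 h at 30 C. ATP luminescence quantified growth; inhibitors of toxicity appear as activators.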
* marks the source's active call; other numbers are inactive results; ? = inconclusive; . = not tested or not shown; [ ] = remark or other dose. Unless noted, the call rests on the fitted dose curve; in most records, active means well fitted curve in the direction sought with a large enough effect; inconclusive means small, poorly fitted or top-dose-only effect, or another doubt; inactive means no such curve, though single readings can be large; an effect the other way counts as inactive or inconclusive.

SMILES	IL-2 act	FUS yeast rescue	PI5P4K alpha inh	EPAC1 antag	EPAC1 agonist	PLK1 PBD inh	WRN helicase inh	Abeta rescue	aSyn rescue
COCCNC(=O)C(=O)N/N=C(\C)CC(=O)Nc1cccnc1	1.5	-5%	-6	4%	-1%	-6%	-1%	-4%	0%
Cc1cc(NC(=O)Cn2cnc3c(nnn3-c3ccc(C)c(Cl)c3)c2=O)no1	0.2	13%	4	0%	12%	-12%	-8%	4%	-1%
Cc1cc(C)c(C(=O)CC(=O)c2cccnc2)c(C)c1	-0.7	18%	4	-15%	-10%	-14%	9%	?	-36%[inhibitor]
Cc1cccc(NC(=O)NC(=O)c2ccccc2)n1	-0.8	-7%	2	10%	6%	-13%	-1%	4%	11%
Cc1ccc(S(=O)(=O)Nc2cccc(Oc3cnccn3)c2)cc1	-0.6	-2%	-2	10%	5%	27µM*	2%	12%	7%
O=c1cc(N2CCN(c3ccccc3)CC2)[nH]c(=O)n1-c1ccccc1Cl	-0.1	?	.	-2%	-6%	-23%	-6%	5%	1%
COc1ccccc1S(=O)Cc1ccc(C(=O)O)o1 (configuration not stated)	-1.5	10%	.	2%	1%	?	0%	-3%	-2%
Cc1ccc(S(=O)(=O)N2CCN(C(=O)Cc3c(F)cccc3Cl)CC2)cc1	-3.3	7%	-5	-15%	1%	-9%	-3%	4%	-4%
CC(=O)/C=C1/C(=O)Nc2ccccc21	0.4	-27%	-12	1%	-2%	21µM*	2%	-79%[inhibitor]	-63%[inhibitor]
COCCCn1c(SCC(=O)Nc2cccc(C)n2)nnc1-c1ccco1	-1.2	5%	-2	13%	-1%	-6%	8%	-6%	0%
CC(=O)c1cccc(NC(=O)C2Cc3c(-c4cccc(F)c4)ccnc3O2)c1 (configuration not stated)	-0.8	?	3	?	?	-9%	-2%	-1%	?
COc1ccc(-c2nc(SCc3ccccc3)n(S(C)(=O)=O)n2)cc1	2.8	14%	-14	1%	-13%	-11%	-10%	-2%	.
Cc1csc(NC(=O)CCc2c(C)nc3cc(-c4cccc(F)c4)nn3c2C)n1	-2.0	-5%	1	-22%	-10%	-12%	-1%	-2%	-1%
COc1ccc(CC(=O)OCC(=O)N2CCCC(C)C2)cc1 (configuration not stated)	0.1	7%	-1	17%	5%	-6%	10%	-6%	-2%
O=C(O)c1ccc(-c2ccc(Cl)cc2Cl)o1	-0.8	7%	?	-10%	1%	-5%	5%	-29%	17%
Clc1cccc(Cc2ccc(Cl)nn2)c1	-0.6	8%	0	-3%	9%	-9%	-4%	1%	-11%
CC(C)(C)c1ccc(C(=O)NCCN2CCCC2)cc1	0.8	-6%	-1	6%	3%	-4%	-2%	-2%	4%
CC(C)n1nnnc1C1c2ccccc2C(=O)N1CCCn1ccnc1 (configuration not stated)	-0.5	-10%	3	-1%	11%	-2%	0%	2%	2%
CC(/C=N\N1CCN(Cc2ccc(C)cc2)CC1)=C\c1ccccc1	-2.7	2%	6	29%	14%	-10%	1%	-2%	5%
CN(C)c1ccc(C=NNC(=O)c2cccc3ccccc23)c(Cl)c1	-5.9	.	0	-7%	6%	-4%	-3%	5%	-4%
Cc1noc(C)c1C(=O)Nc1cccc2ncccc12	2.3	12%	2	-23%	-5%	-6%	-33%	-12%	0%
Cc1ccc(CNC(=O)C2CCN(C(=O)Nc3ccccc3)CC2)cc1	-0.2	-8%	-3	10%	4%	-6%	9%[57.1 µM]	-16%	-3%
O=C(Nc1c(C(=O)N2CCOCC2)cnn1-c1ccccc1)c1ccccc1F	-0.4	5%	-6	6%	-5%	0%	2%	5%	4%
Cc1cc(C(=O)O)c2ccccc2n1	-1.3	-2%	.	3%	1%	1%	-7%	-17%	-3%
Cc1cc(C)nc(SCc2nnc(SCC(=O)N3CCOCC3)o2)n1	-0.5	22%	.	11%	-3%	-3%	-11%	-4%	-10%

9 compounds out of the list, ordered by number of heavy atoms, smallest number first.
SMILES	IL-2 act	FUS yeast rescue	PI5P4K alpha inh	EPAC1 antag	EPAC1 agonist	PLK1 PBD inh	WRN helicase inh	Abeta rescue	aSyn rescue
CC(=O)/C=C1/C(=O)Nc2ccccc21	0.4	-27%	-12	1%	-2%	21µM*	2%	-79%[inhibitor]	-63%[inhibitor]
COc1ccccc1S(=O)Cc1ccc(C(=O)O)o1 (configuration not stated)	-1.5	10%	.	2%	1%	?	0%	-3%	-2%
CC(C)(C)c1ccc(C(=O)NCCN2CCCC2)cc1	0.8	-6%	-1	6%	3%	-4%	-2%	-2%	4%
COc1ccc(CC(=O)OCC(=O)N2CCCC(C)C2)cc1 (configuration not stated)	0.1	7%	-1	17%	5%	-6%	10%	-6%	-2%
Cc1ccc(S(=O)(=O)Nc2cccc(Oc3cnccn3)c2)cc1	-0.6	-2%	-2	10%	5%	27µM*	2%	12%	7%
CN(C)c1ccc(C=NNC(=O)c2cccc3ccccc23)c(Cl)c1	-5.9	.	0	-7%	6%	-4%	-3%	5%	-4%
O=c1cc(N2CCN(c3ccccc3)CC2)[nH]c(=O)n1-c1ccccc1Cl	-0.1	?	.	-2%	-6%	-23%	-6%	5%	1%
CC(=O)c1cccc(NC(=O)C2Cc3c(-c4cccc(F)c4)ccnc3O2)c1 (configuration not stated)	-0.8	?	3	?	?	-9%	-2%	-1%	?
O=C(Nc1c(C(=O)N2CCOCC2)cnn1-c1ccccc1)c1ccccc1F	-0.4	5%	-6	6%	-5%	0%	2%	5%	4%

New compounds follow.
SMILES	IL-2 act	FUS yeast rescue	PI5P4K alpha inh	EPAC1 antag	EPAC1 agonist	PLK1 PBD inh	WRN helicase inh	Abeta rescue	aSyn rescue
O=C(NCCN1CCN(c2ccccc2)CC1)c1ccccc1F	-0.3	-7%	-5	6%	13%	24µM*	17%	7%	-3%
CC(C)NC(=O)c1onc(CSc2ccc(F)c(F)c2)c1C(=O)O	0.0	-10%	-19	-4%	-11%	24µM*	7%	0%	-3%
COc1ccc(Nc2ncnc3ccccc23)c(OC)c1	-0.8	19%	11	8%	6%	-6%	-10%	2%	0%
O=C(O)c1ccc2c(c1)CCC2	-1.2	-17%	-5	10%	-1%	3%	-2%	-8%	5%
CCOCCCNC(=S)N1CCCN(c2nc3cc(C)ccc3cc2C#N)CC1	-1.0	-10%	-4	3%	-1%	-2%	-4%	2%	-1%
CCCCCCCNC(=O)C1(CC2CC(c3cccc(Br)c3)=NO2)CCN(C(=O)c2cc(OCC)c(OCC)c(OCC)c2)CC1 (configuration not stated)	0.4	?	21	-13%	-19%	7%	-14%	5%	-2%
CCc1cc2c(cc3c(=O)n(CC(=O)N4CCN(c5ccccn5)CC4)nc(CC)n32)s1	-1.6	-8%	.	0%	4%	4%	8%	6%	5%
O=C(OCC(=O)c1ccccc1Br)c1ccncc1	1.8	12%	1	1%	8%	1%	-8%	17%	5%
Cc1ccc(-c2nnn(CC(=O)N(CC3CCCO3)C(C(=O)NC3CCCC3)c3ccc(O)cc3)n2)o1 (configuration not stated)	0.2	28µM*	-7	-19%	9%	-3%	4%	8%	-4%
O=C(c1ccc(F)cc1)C1CCN(C(=O)c2ccccc2)CC1	-0.1	1%	-3	-2%	3%	-7%	-31%	20%	7%
C=CCSc1nc2c(c(=N)n1CC=C)C1CCCC1S2 (configuration not stated)	3.0	-3%	.	-13%	16%	-1%	-4%	-8%	14%
CCOc1[nH]n(-c2ccccc2)c(=O)c1C=NCC(=O)OC	-3.4	-27%	1	-18%	-11%	2%	2%	-2%	7%
C=CCC[C@H](Cc1ccc(F)cc1)C(=O)OC[C@@H](C)NC(=O)[C@@H](CC=C)CC(=O)N[C@@H](CO)Cc1ccccc1	-0.3	19%	3	?	-13%	-7%	3%	5%	-3%
CC(C)c1ccc2oc(-c3ccc(N)cc3)nc2c1	-0.6	29%	.	-5%	28%	-7%	-11%	-25%	-7%
N#Cc1cccc(N2[C@@H](Cc3cc4ccccc4n3Cc3ccccc3)COC[C@H]2Cc2ccc3ccccc3c2)c1	-0.7	-2%	1	10%	0%	1%	7%	-16%	-4%
c1ccc(C[C@H]2CN=C(Nc3ccccc3)N2CC2CCCCCC2)cc1	0.6	-10%	-5	-18%	-14%	-16%	?	-8%	-3%
COC(=O)[C@@]12C[C@@H](CC(=O)NCCC(C)C)C(=O)N(Cc3ccccc3)C1=CCC(C)(C)C2	0.6	39%	-1	-13%	-13%	-5%	3%	3%	0%
CC(=O)Nc1ccc(NC(=O)C(C)OC(=O)CNC(=O)c2cccs2)cc1 (configuration not stated)	-2.3	-2%	-1	-16%	-15%	2%	15%	4%	2%
OC1(C#CCN2CCCC2)CCCCC1	0.4	-29%	0	-3%	7%	0%	-4%	1%	1%
CC1(C)[C@H](C(=O)O)N2C(=O)C[C@H]2S1(=O)=O	4.4	-15%	0	3%	-20%	2%	3%	-18%	-1%
CC(=O)c1ccc2c(c1)c(C#N)c1ccccc1[n+]2[O-]	-1.2	22%	0	-26%	19%	2.4µM*	-2%	-23%	7%
CCOC(=O)CSc1nc2c(c(=O)[nH]c(=O)n2C)n1CCCc1ccccc1	-2.0	?	.	7%	-10%	-1%	-17%	1%	7%
CCNC(=O)N(C)C[C@H]1N[C@@](C)(C(=O)OC)[C@H]2C(=O)N(C)C(=O)[C@@H]12	-0.5	17%	-5	-11%	3%	?	1%	-3%	2%
Cc1ccc(S(=O)(=O)Nc2ccccc2F)cc1C(=O)N1CCCC1	0.8	11%	2	18%	-3%	-3%	13%	1%	2%[1.84 µM]
COc1ccccc1-c1c(C)nn2c(N3CCOCC3)cc(C)nc12	-1.0	-6%	0	13%	15%	-4%	2%	-3%	-4%
COc1cc(/C=C/c2noc(-c3ccccc3O)n2)cc(OC)c1OC	-0.8	-6%	7	-30%	-9%	-6%	-17%	9%	2%

Not a hit list (roughly 4.1% active in at least one column).
